Screens as filed in PubChem.
CHT inh: inhibitors of human choline transporter CHT; High affinity choline transporter 1 (Homo sapiens), Q9GZV3; CHT-expressing cells, membrane potential dye, choline response; hits give low values; hit rate 0.86% among 310,000; B-score at 10 µM;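 active means B-score over 3 SD under the library average, and starting fluorescence ratio not unusually high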;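 further: choline stimulus applied at its EC90 after an EC20 pre-addition; B-score computed on integrated fluorescence ratio after choline addition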
Target sequence (Q9GZV3 whole entry, looked up): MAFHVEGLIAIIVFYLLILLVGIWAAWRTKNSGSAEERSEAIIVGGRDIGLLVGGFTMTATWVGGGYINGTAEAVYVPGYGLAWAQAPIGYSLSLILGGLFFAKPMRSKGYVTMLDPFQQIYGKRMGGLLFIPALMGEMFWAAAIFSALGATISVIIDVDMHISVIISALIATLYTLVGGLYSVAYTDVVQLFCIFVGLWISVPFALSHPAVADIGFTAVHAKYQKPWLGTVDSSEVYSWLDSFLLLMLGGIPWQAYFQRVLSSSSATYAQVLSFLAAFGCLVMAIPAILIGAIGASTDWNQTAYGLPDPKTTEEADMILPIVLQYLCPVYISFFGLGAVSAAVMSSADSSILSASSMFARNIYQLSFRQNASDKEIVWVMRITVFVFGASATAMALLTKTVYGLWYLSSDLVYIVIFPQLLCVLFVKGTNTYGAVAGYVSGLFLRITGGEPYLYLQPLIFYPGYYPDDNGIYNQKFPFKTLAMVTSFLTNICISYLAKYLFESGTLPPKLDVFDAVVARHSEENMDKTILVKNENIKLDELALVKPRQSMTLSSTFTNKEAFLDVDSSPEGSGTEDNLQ
Kir21 block: inhibitors of mouse Kir2.1 inward-rectifier potassium channel; Inward rectifier potassium channel 2 (Mus musculus), P35561; HEK293-Kir2.1, FluxOR thallium flux fluorescence; hits give low values; B-score at 10 µM; hit rate 0.85% among 310,000; AID 1672, 2009;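 active means fluorescence ratio B-score at or below minus 3 SD of library scores, with starting-brightness B-score within 2 SD, cut at about -4.2 in these data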;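 further: channel flux triggered by added potassium and thallium sulfate stimulus; B-score of peak minus minimum fluorescence over baseline after thallium stimulus; more negative B-score means stronger Kir2.1 block with less thallium influx; some compounds called inactive have numbers as strong as hits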
Target sequence (P35561 whole entry, looked up): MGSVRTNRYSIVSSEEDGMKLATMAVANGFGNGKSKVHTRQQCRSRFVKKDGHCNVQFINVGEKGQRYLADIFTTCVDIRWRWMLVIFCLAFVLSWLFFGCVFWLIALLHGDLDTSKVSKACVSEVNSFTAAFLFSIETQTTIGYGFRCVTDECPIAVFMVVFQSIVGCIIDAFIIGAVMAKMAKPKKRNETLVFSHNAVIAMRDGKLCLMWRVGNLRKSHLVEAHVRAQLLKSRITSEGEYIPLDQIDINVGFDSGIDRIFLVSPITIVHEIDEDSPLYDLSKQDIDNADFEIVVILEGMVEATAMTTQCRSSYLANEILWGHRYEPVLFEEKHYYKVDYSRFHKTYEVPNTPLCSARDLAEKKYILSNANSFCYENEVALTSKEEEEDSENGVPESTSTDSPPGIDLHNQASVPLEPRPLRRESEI
Active calls of the source: *; i = inactive; . = no result given.

Below each compound: CHT inh	Kir21 block
- O=C(c1ccc2c(c1)OCCO2)N1CCCCC1
→ i	-0.11
- CCN(CC(=O)Nc1ccc(OC)cc1)CC(=O)Nc1ccc(Cl)cc1F
→ i	0.11
- Cc1ccc(C(=O)N/C(=C\c2cccs2)C(=O)NC2CCCCC2)cc1
→ -5.1*	0.13
- CC(=O)Nc1ccc(N2C(=O)CC(c3ccccc3)CC2=O)cc1
→ i	2.4
- CCCc1nnc(NC(=O)C(C)N2C(=O)C3C4C=CC(C4)C3C2=O)s1 (stereo not given)
→ i	0.04
- Cc1ccc2nc(C3CCN(C(=O)NCc4ccccc4)CC3)[nH]c2c1
→ i	-0.94
- CC(/C=C/c1ccc(Cl)o1)=C\C(=O)O
→ i	-0.57
- COc1ccccc1Nc1nc(NCCO)c2ccccc2n1
→ .	1.3
- CC(=O)COc1ccccc1OC(=O)c1ccco1
→ i	-0.23
- CCOC(=O)c1cc(C#N)c(C)nc1N(CC)CC
→ i	0.35
- CC(=O)c1ccc(-n2nnnc2SCC(=O)N2CCN(C(=O)c3ccco3)CC2)cc1
→ i	-0.19
- C/C(CCc1oc2c(Br)cc(Br)cc2c1-c1ccc(C)o1)=N\O
→ i	1.3
- CCC(C)NC(=O)CC1Oc2ccc(Cl)cc2NC1=O (stereo not given)
→ i	0.02
- CCCc1[nH]nc2c1C(/C(C)=C/c1ccccc1)C(C#N)=C(N)O2 (stereo not given)
→ i	0.54
- CC(=O)C1=C(O)C(=O)N(CC#N)C1c1cccs1 (stereo not given)
→ i	-0.31
- O=C(Nc1nnc(CSCc2ccc(Cl)cc2)s1)c1cccc([N+](=O)[O-])c1
→ i	-0.02
- Cc1[nH]c2ccccc2c1/C=C/c1nc2ccccc2c(=O)n1CCO
→ i	2.3
- COc1cc(NC(=O)c2cccs2)ccc1NC(=O)c1ccccc1Cl
→ i	-0.45
- O=C(Nc1nc(COc2ccccc2)cs1)C1CCC1
→ i	0.55
- CCN(CC)S(=O)(=O)c1ccc(NC(=O)CNC2CCCCC2)cc1
→ i	-0.08
- Cc1ccc(CN2CCC(n3nccc3NC(=O)C3CCOC3)CC2)cc1 (stereo not given)
→ i	-0.95
- Cc1ccc(CN2CC(C(=O)Nc3ccc(F)c([N+](=O)[O-])c3)CC2=O)cc1 (stereo not given)
→ i	-0.04
- Cc1cc(N/C=C\c2nnnn2-c2ccc(F)cc2)no1
→ i	-1.5
- Cc1cc(Nc2ccccc2)nn1C(=O)c1ccccc1
→ i	0.11
- C=CCOc1ccccc1CN1CCSCC1
→ i	1.1
- CCCn1c(N)c(N(CCOC)C(=O)c2cc(Cl)nc3ccccc23)c(=O)[nH]c1=O
→ i	0.85
- CCCOc1ccccc1C1C(C(=O)OC)=CN(C(C)C)C=C1C(=O)OC
→ i	1.6
- CNc1ccc([N+](=O)[O-])cc1-c1nc2ccccc2[nH]c1=O
→ i	-0.66
- O=C(CCc1nc2ccccc2[nH]c1=O)OCC(=O)c1ccc(Cl)cc1
→ i	1.2
- O=C(CCn1c(SCC(=O)NCc2ccco2)nc2ccccc2c1=O)NCCc1ccccc1
→ i	-1.2
- CCc1ccc(NC(=O)c2ccc(S(=O)(=O)NCc3cccnc3)cc2)cc1
→ i	0.67
- O=C(NCc1ccccc1F)c1ccc(S(=O)(=O)Nc2cccc(C(F)(F)F)c2)cc1
→ i	-0.02
- C=CCc1cccc(/C=N/NC(=O)COc2ccc(-n3cnnn3)cc2)c1O
→ i	1.1
- CCNC(=O)CSc1nnc(-c2ccc(OC)cc2)n1CC(C)C
→ i	0.84
- Nc1cccc(C(=O)Nc2ccco2)c1
→ i	0.38
- CCOc1ccc(-c2nnc(N3CCCCC3)c3ccccc23)cc1
→ i	0.41
- COc1ccc(-c2cnc(SCC(=O)Nc3nc(C(C)(C)C)cs3)n2Cc2ccco2)cc1
→ i	0.07
- CCC(c1nnnn1Cc1ccco1)N(CCc1ccccc1)Cc1cc2ccc(OC)cc2[nH]c1=O (stereo not given)
→ i	0.93
- COc1ccc(CNC(=O)COC(=O)c2ccc(F)c(S(=O)(=O)N3CCCCC3)c2)cc1OC
→ i	-1.4
- O=C(NCCOC(=O)c1ccncc1)c1ccccc1
→ i	0.08
- O=C(Cc1c(Cl)cccc1Cl)Nc1cccc(S(=O)(=O)N2CCOCC2)c1
→ i	-0.32
- Oc1ccccc1/C=N/Nc1cc(N2CCCC2)nc(N2CCCC2)n1
→ i	-1.1
- Cn1nc(-c2ccc(C(=O)NCC3CCCO3)cc2)c2ccccc2c1=O (stereo not given)
→ i	0.58
- Cc1cccn2c(=O)c(/C=C(\C#N)C(=O)NCc3ccco3)c(N3CCC(C(N)=O)CC3)nc12
→ i	1.3
- COc1ccc(C)cc1NC(=O)NCc1ccccc1F
→ i	0.72
- Cc1c(NC(=O)C(C)OC(=O)c2cccc(S(=O)(=O)N(C)C)c2)c(=O)n(-c2ccccc2)n1C (stereo not given)
→ i	2.4
- CC(C)Cc1nnc(NC(=O)CCC(=O)Nc2ccc(Cl)cc2)s1
→ i	0.73
- CC(C)NC(=O)NC(=O)COC(=O)c1ccc(S(=O)(=O)Nc2ccccc2)cc1
→ i	-0.97
- CCOC(=O)c1ccc(N2CCOCC2)c(NS(=O)(=O)c2ccc(F)cc2)c1
→ i	-0.13
- Cc1cccc(OCCCC(=O)Nc2ccc(S(=O)(=O)Nc3onc(C)c3C)cc2)c1C
→ i	-0.78
- CCOC(=O)C1C(=O)NC(c2ccccc2)=NC1c1ccc(OC)cc1 (stereo not given)
→ i	2.3
- CCOc1ccccc1CN1CCNC(=O)C1CC(=O)NC1CCCCCC1 (stereo not given)
→ i	-1
- CC1=C(C)CC(C(=O)NCCc2ccc(F)cc2)C(C(=O)O)C1 (stereo not given)
→ i	-0.11
- Cc1c(Cl)cccc1NC(=S)N1CCCN(Cc2ccccc2F)C1
→ i	-1.4
- O=C(c1cccnc1)C1CCCN(Cc2nc(Cc3ccccc3F)no2)C1 (stereo not given)
→ i	-0.63
- CCN1CCN(c2nc(-c3ccncc3)nc3ccccc23)CC1
→ -6.9*	1.5
- COc1ccc(N(C(=O)c2cnccn2)C(C(=O)NC2CCCCC2)c2cc(OC)c(OC)c(OC)c2)cc1 (stereo not given)
→ i	1.2
- COCCN(C(=O)COC(=O)Cc1coc2cc(C)ccc12)c1c(N)n(Cc2ccccc2)c(=O)[nH]c1=O
→ i	-0.88
- CCN(CC)C(=O)C[n+]1cccc(C(N)=O)c1
→ i	0.06
- COc1cc(C(CC(=O)N2CCOCC2)c2c(OC)cc(OC)c3ccc(=O)oc23)cc(OC)c1OC (stereo not given)
→ i	0.49

(next part)
Below each compound: CHT inh	Kir21 block
- COc1ccc(CN(C(=O)c2oc3cc(C)ccc3c2C)C2CCS(=O)(=O)C2)cc1OC (stereo not given)
→ i	-0.04
- O=C(Nc1ccc(NC(=O)c2cccnc2Cl)cc1)c1cccc(Cl)c1
→ i	1.8
- O=C(Nc1cccnc1Cl)c1cc(-c2ccc(F)cc2)on1
→ i	-0.18
- CCc1cccc(C)c1NC(=S)N(Cc1cccnc1)Cc1ccco1
→ i	-0.12
- O=C(CN1CCCC1)OCCCc1ccccc1
→ i	2.1
- CCC(C)NC(=O)C1(C)CCC(=O)N1Cc1ccccc1OC (stereo not given)
→ i	-0.01
- O=C(NCc1ccc2c(c1)OCO2)c1c(F)c(F)c(F)c(F)c1F
→ i	-0.47
- O=C(Nc1ccccc1C(F)(F)F)N1CCN(c2ccc3nnc(-c4ccc(F)cc4)n3n2)CC1
→ i	0.26
- CCOc1ccccc1C(=O)NCC(=O)OCC(=O)N1C(C)CCCC1C (stereo not given)
→ i	0.91
- Cc1nnc(SCc2c(Cl)cccc2[N+](=O)[O-])s1
→ i	0.43
- O=C(NCc1cccc(Cl)c1)C1CCC(=O)N(CC2CCCCC2)C1 (stereo not given)
→ i	0.05
- Cn1nnnc1SC1CC(=O)N(c2ccccc2)C1=O (stereo not given)
→ i	-3.5
- COc1ccccc1C(=O)C1CCCN(Cc2ccc(Oc3ncccn3)cc2)C1 (stereo not given)
→ i	0.37
- CN(C)/C=C(\C#N)C(=O)Nc1ccc(O)cc1F
→ i	-2
- CCc1ccc2c(COC(=O)CNS(=O)(=O)c3ccc(NC(C)=O)cc3)cc(=O)oc2c1
→ i	0.13
- CC(C)Oc1ccccc1C1(c2ccccc2)NC(=O)NC1=O (stereo not given)
→ i	-0.18
- COc1ccc(CNC(=S)NCc2ccc(F)cc2)cc1OC
→ i	0.24
- CCOC(=O)N1CCC(N2CCN(S(=O)(=O)CC)CC2)CC1
→ i	0.01
- Cc1ccc(CNc2cnccn2)cc1
→ i	2.6
- C/C(=N\Nc1ccc(C)c(Cl)c1)c1cccnc1
→ i	1.2
- Fc1ccc(CNC(=S)Nc2cccc(C(F)(F)F)c2)cc1
→ i	-0.23
- COCCn1c(SCC(=O)Nc2cccc(F)c2)nc2c([nH]c3ccccc32)c1=O
→ i	-1.1
- CC(C)[C@@H](N)C(=O)N/N=C/c1ccc2ncccc2c1
→ i	-0.05
- Cc1nn(-c2ccccc2[N+](=O)[O-])c(=O)c2ccccc12
→ i	0.78
- COC(=O)c1ccc(NC(=O)CSc2ccccn2)cc1
→ i	0.43
- COc1cccc(OC(=O)N2CCOCC2)c1
→ i	-0.64
- CC(=O)c1cc(C(=O)c2ccccc2)sc1Nc1ccccc1
→ i	0.11
- COc1ccc(S(=O)(=O)Nc2cccc(/C=C/C(=O)O)c2)cc1
→ i	-0.05
- COc1ccccc1C(=O)Nc1ccc(C)cc1C(=O)c1ccccc1
→ i	-0.96
- COc1cccc(OCC(O)CN2C(C)CCCC2C)c1 (stereo not given)
→ i	-0.53
- Cc1c2c(nc3ccccc13)CCC(C(C)(C)C)C2 (stereo not given)
→ i	0.03
- Cc1ccc(C(=O)OCC(=O)NC(=O)c2ccccc2)o1
→ i	-0.43
- CC1CN(C(=O)COC(=O)c2ccc(NC(=O)CC#N)cc2)CC(C)O1 (stereo not given)
→ i	2.1
- CCOc1cc(C)c(S(=O)(=O)Nc2ccc3cn[nH]c3c2)cc1C
→ i	-0.04
- CN1CCOCCOCCN(C)C1=O
→ i	-2.2
- CCN1C(=O)CC(C(=O)Nc2ccc(F)cc2)SC1=Nc1cccc(OC)c1 (stereo not given)
→ i	-0.38
- Cc1ccc(SCC(=O)NNC(=O)c2ccccc2)cc1C
→ i	2.3
- Cn1c(C(=O)N2CCc3ccccc3C2)cc2c(=O)n3ccccc3nc21
→ i	0.76
- COc1ccc(CCNC(=O)c2cc(-c3cc(Cl)ccc3O)n[nH]2)cc1OC
→ i	0.47
- CCOc1ccccc1N(CC(=O)N/N=C(\C)c1cccc(Br)c1)S(C)(=O)=O
→ i	2.6

Six entries from above, set out differently.
CHT inh	Kir21 block	Structure
i	1.3	Cc1cccn2c(=O)c(/C=C(\C#N)C(=O)NCc3ccco3)c(N3CCC(C(N)=O)CC3)nc12
i	2.6	CCOc1ccccc1N(CC(=O)N/N=C(\C)c1cccc(Br)c1)S(C)(=O)=O
i	-0.04	CCOc1cc(C)c(S(=O)(=O)Nc2ccc3cn[nH]c3c2)cc1C
i	-0.97	CC(C)NC(=O)NC(=O)COC(=O)c1ccc(S(=O)(=O)Nc2ccccc2)cc1
i	0.03	Cc1c2c(nc3ccccc13)CCC(C(C)(C)C)C2 (stereo not given)
i	-0.47	O=C(NCc1ccc2c(c1)OCO2)c1c(F)c(F)c(F)c(F)c1F

New compounds follow
Below each compound: CHT inh	Kir21 block
- O=C(O)c1ccc(NC(CSCc2cccc(F)c2)C(=O)O)c([N+](=O)[O-])c1 (stereo not given)
→ i	-0.09
- CCSc1nnc(NC(=O)C(C)(C)C)s1
→ i	-0.59
- COc1cccc(C(=O)NCC(=O)N2CCC(C)CC2)c1
→ i	0.9
- O=C(NC1CCCCC1)c1cccnc1Sc1ccccc1
→ i	0.04
- Cc1ccc(-n2c(C)cc(C)c(C#N)c2=O)cc1Cl
→ i	0.48
- CCN(CC)C(=O)CSc1nnc(-c2ccc(S(=O)(=O)NCc3ccccc3Cl)cc2)o1
→ i	-0.41
- COCCNC(=O)c1cc2c(=O)[nH]c3ccccc3c2s1
→ i	-0.08
- CN(C)CC(C)(C)CNC(=S)Nc1ccc(S(=O)(=O)N2CCOCC2)cc1
→ i	1.7
- CCn1ncc(CN2CCC(Oc3cc(C(=O)NC4CC4)ccc3OC)CC2)c1C
→ i	-0.27
- Cn1c(COc2ccc(C(=O)O)cc2)nc2ccccc21
→ i	2
- CCOc1ccc(/C=C2\SC(=S)N(CCC(=O)N(CCO)c3ccccc3)C2=O)cc1
→ i	1
- Cn1cc(CN2CCC(CO)CC2)c(-c2ccc(Oc3ccccc3)cc2)n1
→ i	-0.01
- Cc1c(NC(=O)c2ccc3c(c2)OCO3)cccc1-c1nc2ccccc2o1
→ i	-0.31
- COCCN(C(=O)c1ccccc1OC)c1nnc(C)s1
→ i	0.02
- Cc1[nH]c2c(C)cccc2c1CCNS(=O)(=O)c1cccc([N+](=O)[O-])c1
→ i	-0.02
- O=C(Cc1n[nH]c(=O)c2ccccc12)OCC(=O)c1ccc2c(c1)OCCO2
→ i	-0.78
- Cc1cc(C)n(CC(O)CN2C(=O)NC(C)(C)C2=O)n1 (stereo not given)
→ i	0.26
- O=C(Nc1cccc(C2=NCCN2)c1)Nc1cccc(C2=NCCN2)c1
→ i	.
- Cc1cc(C)cc(S(=O)(=O)c2cn(C)c3cc(N4CCN(C)CC4)c(F)cc3c2=O)c1
→ i	1.4
- Cc1ccc(N(C)S(=O)(=O)c2c(C)[nH]c(C)c2C(=O)N2CCCC2)cc1
→ i	-0.32
- Cc1onc(-c2ccccc2)c1C(=O)N1CCN(C)CC1
→ i	0.34
- COc1cc([N+](=O)[O-])cc(/C=N/NC(=O)C(C)Nc2cccc3ccccc23)c1O (stereo not given)
→ i	2.6
- COc1ccc(C(=O)c2coc3ccc(O)c(CN4CCCCC4)c23)cc1
→ i	-3.8
- O=C1c2ccccc2C(=O)N1c1nc(-c2cccs2)cs1
→ i	0.35
